# Screening results as filed in PubChem.
# NPR2 activator = GC-B (human) receptor activation | HEK293-GC-B cells, CNP EC30, cGMP TR-FRET; 0% at EC30 CNP, 100% saturating CNP | activation, % at 10 µM | AID 1920062 | 370,000 tested, 0.11% active | P20594;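 active means activation at 10 µM reaching about 35% in either raw or pattern-adjusted values, limit read from the data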
# ADAM10 inh = inhibits human ADAM10; O14672; recombinant ADAM10, EDANS/DABCYL FRET peptide cleavage, 3 h; inhibition, % at 7 µM; 370,000 tested, 0.62% active; AID 720582;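 active means inhibition above a per-campaign cutoff equal to the mean of compounds falling between control-based bounds plus 3 SD, cut at about 20% in these data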;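 further: 0% = DMSO wells while the 100% control is not disclosed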
# DDE Tn6 FP inh = disrupts Tn6 cyclic peptide binding to fibrin D-Dimer-E complex; P02675; 370,000 tested, 0.21% active; AID 720509; Fibrin DD(E) TRITC-Tn6 fluorescence polarization displacement; inhibition, % at 8.3 µM;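 active means inhibition above a per-campaign cutoff: mean of compounds within control limits plus 3 SD, cut at about 15% in these data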;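 further: 0% = median of all compound wells on the plate and 100% = blocking peptide control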
# rCAG RNA binder = molecules binding r(CAG) RNA repeats; r(CAG) RNA repeat, TO-PRO-1 dye displacement fluorescence; inhibition, % at 3 µM; 370,000 tested, 1.3% active; AID 651821;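 active means inhibition above the plate cutoff, the mean of all test compounds on that plate plus 3 SD, cut at about 35% in these data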;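 further: 0% = DMSO alone and 100% = 100 µM mitoxantrone as full dye displacement; higher means more dye released from RNA so lower well fluorescence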
# proKLK7 act = proKLK7 (human) activation, primary screen. P49862. purified proKLK7, EDANS-DABCYL substrate fluorescence; 100% is mature enzyme control, 0% vehicle. activation, % at 7 µM. 370,000 tested, 0.9% active. AID 652039;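 active means activation above the mean of all tested compounds plus 3 SD, computed per campaign excluding outliers beyond control limits, cut at about 13% in these data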
# sPLA2-III inh = Blocks human group III sPLA2 activity. QFRET BODIPY PC-A2 liposome hydrolysis, fluorescence. inhibition, % at 12.2 µM. 370,000 tested, 0.56% active. AID 743126;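 active means inhibition above mean plus 3 SD of compounds lying within the high and low control bounds, cut at about 19% in these data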;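 further: 0% = median of test compound wells and 100% = no enzyme DMSO wells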
# FXN GAA850 act = frataxin GAA850 promoter activation; HEK293 lucGAA850 FXN promoter luciferase reporter, 24 h; percent of 10 µM SAHA response; activation, % at 6 µM; 360,000 tested, 0.56% active; AID 540364;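 active means activation above the average of all compounds screened plus 3 SD, cutoff fixed separately per campaign, cut at about 7.5% in these data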;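 further: 0% = DMSO wells and 100% = 10 µM SAHA wells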
# ASAP1 inh = inhibitors of human ASAP1 ArfGAP activity | ASAP1-stimulated ARF1 GTP hydrolysis, GDP FP detection | Q9ULH1 | AID 624377 | inhibition, % at 16.5 µM | 360,000 tested, 0.19% active; in the data active means inhibition above about 25%;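 further: 0% = vehicle with enzyme and substrate and 100% = no enzyme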
# ARFGAP1 inh = rat ARFGAP1 inhibition; Q62848; AID 651572; inhibition, % at 16.5 µM; 360,000 tested, 0.26% active; Arfgap1-stimulated ARF1 GTP hydrolysis, GDP FP detection;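 active means inhibition above a per-plate limit, mean inhibition of low control wells plus 3 SD, cut at about 25% in these data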;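 further: 0% = DMSO wells with enzyme and 100% = wells lacking Arfgap1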
#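 Assay system: Rat Arfgap1 GAP domain (His6, aa 1-136), purified enzyme | Buffer or medium: HEPES 25 mM pH 7.5, NaCl 150 mM, MgCl2, DTT | Schedule: GTP hydrolysis reaction 2 h at 25 °C | Signal: FP of antibody-bound GDP Alexa 633 tracer, ex 620/em 688 nm | Measure: Percent inhibition of Arfgap1-stimulated GTP hydrolysis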
# NPR1 activator = GC-A (human) enzyme activation; HEK293 GC-A cells, cGMP TR-FRET, EC30 ANP; 0% at EC30 ANP, 100% saturating ANP; 370,000 tested, 0.14% active; activation, % at 10 µM; in the data active means activation above about 40%
# Target sequence (P16066 whole entry, looked up): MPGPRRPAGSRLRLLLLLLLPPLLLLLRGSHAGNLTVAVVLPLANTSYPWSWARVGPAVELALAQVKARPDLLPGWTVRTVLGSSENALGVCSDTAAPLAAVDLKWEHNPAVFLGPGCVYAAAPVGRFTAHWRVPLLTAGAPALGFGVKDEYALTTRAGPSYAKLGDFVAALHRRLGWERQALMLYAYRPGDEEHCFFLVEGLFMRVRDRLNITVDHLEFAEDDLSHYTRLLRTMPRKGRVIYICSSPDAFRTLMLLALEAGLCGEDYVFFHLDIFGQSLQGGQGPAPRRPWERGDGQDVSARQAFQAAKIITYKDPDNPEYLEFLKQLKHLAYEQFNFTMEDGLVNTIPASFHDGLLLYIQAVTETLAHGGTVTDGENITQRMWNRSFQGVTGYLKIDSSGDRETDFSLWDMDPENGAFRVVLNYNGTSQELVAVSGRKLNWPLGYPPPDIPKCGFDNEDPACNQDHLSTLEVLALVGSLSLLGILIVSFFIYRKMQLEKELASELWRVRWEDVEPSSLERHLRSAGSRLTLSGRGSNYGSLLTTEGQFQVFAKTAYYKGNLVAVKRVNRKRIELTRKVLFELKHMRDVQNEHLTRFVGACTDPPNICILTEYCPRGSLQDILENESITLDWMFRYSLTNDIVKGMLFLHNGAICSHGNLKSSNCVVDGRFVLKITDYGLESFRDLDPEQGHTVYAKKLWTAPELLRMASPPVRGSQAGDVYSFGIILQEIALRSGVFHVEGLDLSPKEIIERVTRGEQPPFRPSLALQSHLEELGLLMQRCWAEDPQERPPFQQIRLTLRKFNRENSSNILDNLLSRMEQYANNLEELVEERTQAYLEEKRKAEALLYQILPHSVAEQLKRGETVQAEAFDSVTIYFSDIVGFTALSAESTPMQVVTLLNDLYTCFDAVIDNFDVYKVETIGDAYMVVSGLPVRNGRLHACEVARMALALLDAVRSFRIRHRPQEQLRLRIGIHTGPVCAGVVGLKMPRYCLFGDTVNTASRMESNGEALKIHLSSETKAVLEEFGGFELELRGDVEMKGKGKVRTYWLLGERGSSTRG
# The depositor's hits bear a star; i = inactive; x = no result given.
SMILES,NPR2 activator,ADAM10 inh,DDE Tn6 FP inh,rCAG RNA binder,proKLK7 act,sPLA2-III inh,FXN GAA850 act,ASAP1 inh,ARFGAP1 inh,NPR1 activator
O=S(=O)(Nc1cccc(Cl)c1)c1ccc(-n2cccn2)cc1,-1,4,0,9,0.2,-32,1.2,0,0,-1
N#Cc1ccc(S(=O)(=O)NCCc2ccncc2)cc1,4,-2,2,2,-0.5,2,-1.0,10,-4,4
CCCc1ccc(-c2c(C)sc(N)c2C#N)cc1,1,-22,1,11,2.7,-5,0.3,9,5,-6
COc1cc(OC)cc(-c2nc(-c3cccs3)no2)c1,-5,-4,3,-1,-0.6,3,2.7,7,-9,-2
O=c1cc(-c2ccc(O)cc2)oc2cc(O)cc(O)c12,-1,-7,-16,4,0.2,8,4.2,11,16,-2
COc1ccc(NC(=O)Cn2nnc(C(=O)NCCc3ccccc3)c2N)cc1,3,-4,5,1,0.0,5,-2.7,-10,9,0
COc1cc(S(=O)(=O)NCCCN2CCOCC2)ccc1Cl,-1,4,5,-5,-0.6,0,0.7,-5,10,1
Cc1ccc(-c2cc3nc(-c4ccc(Br)cc4)cc(N)n3n2)cc1,3,-88,3,19,-8.1,-1,2.5,5,1,4
CCc1cc(/C(Cc2csc(C)n2)=N/O)c(O)cc1O,9,0,6,-1,0.1,-17,-2.3,11,12,-11
Cc1c(C)c2ccc(OC3CCCCC3=O)cc2oc1=O (stereo not drawn),1,i,-3,1,1.5,6,2.8,-7,2,3
Cc1ccsc1C1C(C#N)=C(N)Oc2n[nH]c(C)c21 (stereo not drawn),0,-16,-5,0,-0.9,8,-0.2,14,-4,-2
O=P(O)(O)C(O)C(F)(F)C(F)(F)C(F)(F)C(F)F (stereo not drawn),6,-12,0,2,-0.3,9,0.5,-2,3,3
C=C(C)CSc1nnc([C@@H]2CCCN2)o1,-1,-6,3,-2,0.1,1,-0.2,-2,-10,0
COc1ccc(NC(=O)C2=C(C)NC(=O)NC2c2cccc(OC)c2OC)c(OC)c1 (stereo not drawn),0,4,5,-2,0.2,6,0.6,-6,14,-1
CCOC(=O)/C(=C\c1ccccc1)NC(=O)c1ccccc1,-8,-7,-3,-3,0.3,11,2.7,-5,3,4
CCOc1ccc(C(CCc2ccccc2)NC(=O)c2ccccc2F)cc1OCC (stereo not drawn),-7,15,-4,-6,-0.5,10,-2.2,-10,2,3
CCOC(=O)CN1C(=O)S/C(=C\c2ccc(-c3ccc(C(=O)O)c(Cl)c3)o2)C1=O,-7,-10,-2,14,0.3,-7,2.0,-5,-4,-1
Cc1[nH]c2ccccc2c1C(=O)CSc1nc2ncc(Cl)cc2[nH]1,-5,6,1,6,0.2,-3,2.7,-10,8,-6
CN(C)S(=O)(=O)c1cccc(NC(=O)c2ccc(S(=O)(=O)N3CCCCC3)cc2)c1,-2,4,-2,4,0.2,-28,0.3,-5,5,2
COc1ccc(C2C(C#N)=C(N)OC3=C2C(=O)CC(C)(C)C3)cc1Cn1nc(C)c([N+](=O)[O-])c1C (stereo not drawn),3,0,1,4,3.0,3,3.2,-4,-10,-6

# Reprinted from the part before: 4 entries, then new ones.
SMILES,NPR2 activator,ADAM10 inh,DDE Tn6 FP inh,rCAG RNA binder,proKLK7 act,sPLA2-III inh,FXN GAA850 act,ASAP1 inh,ARFGAP1 inh,NPR1 activator
CCOC(=O)CN1C(=O)S/C(=C\c2ccc(-c3ccc(C(=O)O)c(Cl)c3)o2)C1=O,-7,-10,-2,14,0.3,-7,2.0,-5,-4,-1
Cc1[nH]c2ccccc2c1C(=O)CSc1nc2ncc(Cl)cc2[nH]1,-5,6,1,6,0.2,-3,2.7,-10,8,-6
CN(C)S(=O)(=O)c1cccc(NC(=O)c2ccc(S(=O)(=O)N3CCCCC3)cc2)c1,-2,4,-2,4,0.2,-28,0.3,-5,5,2
COc1ccc(C2C(C#N)=C(N)OC3=C2C(=O)CC(C)(C)C3)cc1Cn1nc(C)c([N+](=O)[O-])c1C (stereo not drawn),3,0,1,4,3.0,3,3.2,-4,-10,-6
CC1(Cc2cccc(F)c2)C(=O)Nc2ccc(S(=O)(=O)NC3CCCCC3)cc21 (stereo not drawn),4,7,-2,2,0.4,-23,6.4,0,-1,-3
C/C(Cl)=C\Cn1c(NCCCn2ccnc2)nc2c1c(=O)n(C)c(=O)n2C,-6,0,0,-6,-0.5,1,0.4,10,3,1
CC(=O)c1ccc(NC(=O)c2ccc(CNc3c(N4CCOCC4)c(=O)c3=O)cc2)cc1,-2,-12,1,8,1.3,-1,-0.1,0,0,0
CN1CCN(c2ccc(NC(=O)COc3cccc4ccccc34)cc2)CC1,-2,-11,-4,1,0.0,-9,2.9,-3,7,-3
CC1CCCC(NC(=O)c2cccc(S(=O)(=O)NCc3ccccc3)c2)C1C (stereo not drawn),5,-3,5,1,-0.3,-4,0.9,11,-1,-3
CC1=C(C(=O)N(C(C)C)C(C)C)CC(CC(=O)NC2CCCC2)C(=O)N1Cc1ccccc1 (stereo not drawn),1,-8,10,-1,0.2,3,-0.9,-19,-4,1
CCCc1cc(=O)[nH]c(SCC(=O)N2CCN(S(=O)(=O)c3ccc(C)cc3C)CC2)n1,0,-3,-8,2,-0.4,-1,2.4,0,-3,0
C[C@@H]1Cc2[nH][nH]c(=O)c2[C@H](c2ccc(Cl)cc2)O1,-6,-20,-3,1,0.9,-3,x,-12,3,2
Cc1c(N=Cc2c(O)n(Cc3ccco3)c(=O)c3ccccc23)c(=O)n(-c2ccccc2)n1C,0,-41,-3,16,-192,9,-6.7,3,-10,-5
Nc1ccc2nc(CCCCCCc3nc4ccc(N)cc4[nH]3)[nH]c2c1,-4,-2,-8,3,0.0,10,3.6,1,6,-7
CCc1ccc(OCc2cccc(C(=O)N/N=C\c3cnn(C)c3C)c2)cc1,-4,-4,8,0,-2.5,-6,3.4,2,-3,-3
Cc1cccc(C)c1NS(=O)(=O)c1cc2c3c(c1)CCN3C(=O)CC2,-1,-3,-2,4,-0.2,-2,-0.2,-4,-7,1
Cc1cc(C)cc(OCC(=O)OC(C)C(=O)Nc2ccc(Cl)cn2)c1 (stereo not drawn),0,1,-2,-2,-0.1,1,-1.2,12,-4,-5
CN(C(=O)c1ccncc1)C1CCCCC1,2,13,7,0,0.2,2,2.3,4,-3,2
C=CCn1cnc2c(nnn2-c2cc(C)cc(C)c2)c1=O,-3,-1,2,2,-0.4,-9,3.1,2,9,-6
O=C(CO/N=C/c1ccccc1OC(F)F)NCc1ccco1,1,0,-4,-2,-0.2,2,3.0,11,3,4
O=C(Nc1nnc(-c2ccccc2)o1)Nc1ccc(F)cc1F,6,-7,5,-4,0.2,5,6.4,-2,7,2
O=S(=O)(Nc1ccccn1)c1cccs1,5,-7,7,-1,0.8,2,0.5,7,-6,5
C=CCN(CC(=O)NC1CCCC1)C(=O)C(=O)Nc1ccc2c(c1)OCCO2,3,2,4,-4,-0.1,-6,1.8,-8,8,1
Cc1c(C(=O)N2CCCCC2)c(S(=O)(=O)Nc2cccc(Br)c2)c(C)n1C,-10,9,2,-2,0.1,3,-1.5,-4,1,-15
C[C@@H]1CN([C@H](C)CO)C(=O)c2cc(NC(=O)Nc3ccc(F)cc3)ccc2O[C@@H](C)CCCCO[C@H]1CN(C)S(=O)(=O)c1cccs1,-2,30*,-6,13,-0.1,-48,-3.7,5,-8,5
C=CCn1c(SCC(=O)NC2CCCCC2)nnc1C(C)NC(=O)c1cccs1 (stereo not drawn),0,8,-1,-1,0.4,5,-1.2,18,11,6
Cn1c(=O)c(C(=O)COC(=O)c2cc(C(F)(F)F)nc3ccccc23)c(N)n(Cc2ccccc2)c1=O,11,-1,1,5,-0.3,-1,x,-12,-7,0
O=C(Nc1cccc2cccnc12)c1csc([C@@H]2O[C@H](CO)[C@H](O)[C@H](O)[C@H]2O)n1,6,-38,6,0,0.1,7,0.0,-5,-4,5
CC(C)CN(Cc1cc2ccccc2[nH]c1=O)C(=O)c1cccnc1,-2,-13,4,-3,0.5,-5,1.6,4,5,-4
CCC(CC)c1nnc(NC(=O)CCc2ccc(OC)cc2)s1,6,7,1,5,-0.1,-12,1.6,-6,9,3
Cc1cccc2cc(CN(Cc3nnnn3Cc3ccccc3)C3CCCC3)c(=O)[nH]c12,-6,-51,1,2,2.0,4,2.7,21,-1,6
O=C(CSc1nnc(Cc2cccs2)n1Cc1ccco1)Nc1cc(Cl)cc(Cl)c1,-5,14,1,2,-0.4,-23,-2.1,12,3,-7
CCOc1ccc(NC(=O)N(C2CCCC2)C2CCN(C(C)=O)CC2)cc1,2,1,-1,-3,-0.2,5,0.9,-3,6,-2
COc1ccc(NC(=O)CCC(=O)N(Cc2ccc(OC)c(OC)c2)c2nccs2)c(OC)c1,-1,3,-7,-4,-1.1,-1,1.4,0,0,-10
COc1ccc(CCn2nnnc2C(CC(C)C)N2CCN(c3ncccn3)CC2)cc1OC (stereo not drawn),4,-3,2,-7,0.1,1,0.1,-1,6,-1
O=C(COC(=O)CSc1ccc(F)cc1)NCC1CCCCC1,-8,-8,3,-9,-0.9,-4,0.0,-2,-7,-2
CCCN(CCO)C1CCN(CCc2ccccc2)CC1,3,-7,4,1,0.3,3,-1.3,8,-4,-1
CCCn1nnnc1SCC(=O)NCc1ccc2c(c1)OCO2,-1,6,1,4,-0.1,1,-0.8,6,3,4
CCCc1ccc2ccc3ccccc3c2n1,-2,-1,2,3,-0.3,3,x,-1,18,-6
COc1ccc(CN2CCN(C(=O)c3ccco3)CC2)cc1OC,4,-3,-5,-6,0.4,4,1.8,-4,-10,-1
Cc1cccc(NC2=NC(=S)N(c3cccc(C(=O)O)c3)C23CCCCC3)c1,0,-4,0,17,0.1,10,0.9,-5,-8,1
Cc1sc2ncnc(SCC(=O)NNC(=O)COc3cccc4ccccc34)c2c1C,1,-4,4,0,0.5,0,0.1,7,-1,-1
O=c1[nH]c(N2CCN(c3ccccc3)CC2)nc2c1CCC2,-8,1,2,-5,-0.6,-7,-1.9,-8,-1,-3
O=C(Cn1cnc2c(OCc3ccccc3)ncnc21)NCCCc1ccccc1,2,-3,7,-1,0.3,-6,1.5,0,-11,0
CCN(C(=O)COC(=O)CC(C)c1ccccc1)c1c(N)n(Cc2ccccc2)c(=O)[nH]c1=O (stereo not drawn),-4,-3,1,1,-0.6,8,-0.2,-10,-18,2
CC(/C=C/c1ccccc1)=N\NC(=O)c1ccc2c(c1)OCCO2,4,-10,3,-8,-0.4,15,3.0,-2,13,-3
Cn1cnc2nc[nH]c2c1=S,1,-23,-6,1,0.7,9,1.0,12,9,1
Cc1ccccc1-n1c(SCC(=O)N/N=C/C=C/c2ccccc2[N+](=O)[O-])nc2ccccc2c1=O,1,23*,-1,16,-0.5,-8,1.1,17,-13,0
O=C(Cn1c(-c2ccccc2)noc1=O)NCc1ccccc1,2,8,-8,5,-0.1,-3,-0.1,1,-4,-1
CCOC(=O)N(C)c1c(CC)nc2c(OCc3ccccc3OC)cccn12,6,-11,9,0,0.2,0,-0.6,-3,0,4
CSc1ccccc1OCc1cc(C(=O)N2CCSCC2)no1,1,12,4,-2,0.5,0,7.1,-6,-2,3
